Compound activity as filed in PubChem BioAssay.
Neddylation inh: inhibitors of human cullin neddylation; P61081+Q13564; TR-FRET cullin neddylation, biochemical; calls only at 25 µM; 360,000 tested, 0.58% active; in the data active = inhibition above about 36%
DNMT1 inh: DNMT1 (human) enzyme inhibition | DNMT1 molecular beacon, Hinp1I cleavage, fluorescence | P26358 | inhibition (reported as % activation of signal), % at 10 µM | 360,000 tested, 0.83% active; in the data active = inhibition above about 50%
LMPTP block: blocks human LMPTP phosphatase; 360,000 tested, 0.22% active; P24666; recombinant LMPTP-A, OMFP fluorogenic substrate, fluorescence intensity; inhibition, % at 20 µM;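 active = compounds that cut the enzyme signal by at least half of the control window in the single-dose screen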;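 note: plate controls were DMSO wells with enzyme plus substrate for no effect and substrate without enzyme for full effect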
Target sequence (P24666 whole entry, looked up): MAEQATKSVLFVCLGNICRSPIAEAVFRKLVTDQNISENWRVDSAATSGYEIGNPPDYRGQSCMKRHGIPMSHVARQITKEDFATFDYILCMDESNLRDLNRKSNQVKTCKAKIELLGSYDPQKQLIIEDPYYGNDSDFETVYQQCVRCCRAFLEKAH
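Assay system: LMPTP-A, protein tyrosine phosphatase of low molecular weight / Medium: pH 6.0 Bis-Tris buffer with DTT and Triton X-100 / Schedule: 50 min enzyme reaction at room temperature, protected from light / Measured by: endpoint fluorescence intensity from OMFP dephosphorylation / Read-out basis: % inhibition relative to no-enzyme and uninhibited control wells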
NRP1-CendR mod: modulators of CendR peptide binding to human neuropilin-1; FAM-RPARPAR peptide binding to NRP-1, fluorescence polarization; inhibition, % at 25 µM; 360,000 tested, 0.85% active; AID 602438;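 active = inhibition or corrected inhibition above about 18%, plus a signal ratio from 0.5 to 1.5, limit read from the data, passing the limit was not always enough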; note: strong numbers were not always called active
NadD block: inhibitors of Staphylococcus aureus NadD; purified NadD enzyme, colorimetric absorbance read-out; inhibition, % at 20 µM; 360,000 tested, 0.78% active; AID 602399; in the data active = inhibition above about 26%; note: some compounds past the cut are filed as inactive
STEP block: blocks human striatal-enriched tyrosine phosphatase; P54829; recombinant STEP, OMFP fluorogenic substrate, fluorescence; inhibition, % at 20 µM; 360,000 tested, 0.25% active;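 active = inhibition at 20 µM, scaled per plate between control wells, above about 37%, limit read from the data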;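 note: 0% = DMSO with enzyme and substrate and 100% = substrate only without enzyme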
Target sequence (P54829 whole entry, looked up): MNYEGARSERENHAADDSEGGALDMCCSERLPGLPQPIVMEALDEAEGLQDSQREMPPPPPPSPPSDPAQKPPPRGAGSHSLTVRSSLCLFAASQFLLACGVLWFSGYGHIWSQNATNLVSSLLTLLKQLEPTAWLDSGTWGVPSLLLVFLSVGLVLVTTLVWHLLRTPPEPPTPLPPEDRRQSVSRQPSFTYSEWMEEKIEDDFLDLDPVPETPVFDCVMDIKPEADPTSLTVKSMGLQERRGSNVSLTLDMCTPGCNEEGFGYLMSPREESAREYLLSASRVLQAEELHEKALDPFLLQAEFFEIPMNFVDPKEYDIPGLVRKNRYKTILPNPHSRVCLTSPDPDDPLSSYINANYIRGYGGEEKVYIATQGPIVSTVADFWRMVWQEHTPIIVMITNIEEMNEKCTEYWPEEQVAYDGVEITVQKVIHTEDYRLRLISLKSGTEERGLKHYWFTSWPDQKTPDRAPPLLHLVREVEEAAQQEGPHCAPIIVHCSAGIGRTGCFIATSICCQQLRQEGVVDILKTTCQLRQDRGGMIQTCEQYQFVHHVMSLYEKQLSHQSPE
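Assay system: isolated STEP enzyme / Timing: 20 min at room temperature, dark / Doses: 20 µM, 1% DMSO / Technique: fluorescence intensity, excitation 480 nm, emission 540 nm / Reagent: fluorogenic phosphatase substrate OMFP at 25 µM final / Measure: percent inhibition scaled to no-enzyme and uninhibited-enzyme controls, plate-pattern corrected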
TbMetRS inhib: Trypanosoma brucei MetRS inhibition; purified T. brucei MetRS, ATP depletion, Kinase-Glo luminescence; inhibition, % at 11.9 µM; 360,000 tested, 0.4% active; AID 624268;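 active = inhibition above a per-plate cutoff of the control wells' mean inhibition plus 3 SD, cut at about 5.5% in these data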;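 note: 0% = DMSO wells median and 100% = median of wells with control inhibitor compound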
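System: purified T. brucei MetRS enzyme / Detection: Kinase-Glo luciferase luminescence reporting remaining unconsumed ATP / Medium: HEPES buffer with MgCl2, KCl, DTT, spermine, BSA, pyrophosphatase / Replication: singlicate, one well per compound / Evaluation: percent inhibition relative to median high and low control wells / Schedule: 2 h aminoacylation at 25 °C after 15 min preincubation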
SKN-1 inh: C. elegans SKN-1 inhibition | C. elegans VP596 Pgst-4::GFP/RFP ratio, acrylamide-induced, 24 h | inhibition, % at 21.8 µM | 360,000 tested, 0.49% active | AID 624304;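 active = interference check ratio from 0.5 to 1.5 plus GFP to RFP signal ratio inhibition reaching or exceeding a fixed threshold, cut at about 30% in these data, passing the limit was not always enough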; note: some compounds called inactive have numbers as strong as hits
SUMO1-SIM PPI: SUMO1-SIM interaction modulation; P63165; SUMO1 binding to a labelled peptide, TR-FRET, 1 h; inhibition, % at 20 µM; 360,000 tested, 0.33% active; in the data active = inhibition above about 37%
Scp-1 inhibitor: inhibitors of human Scp-1 phosphatase. 340,000 tested, 0.88% active. AID 493091. inhibition, % at 20 µM. Recombinant Scp1, phosphopeptide, malachite green phosphate absorbance. Q9GZU7;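 active = inhibition above about 50% at 20 µM, limit read from the data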;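 note: plate controls were DMSO wells with enzyme for no effect and wells lacking enzyme for full effect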
Target sequence (Q9GZU7 76-261 limits assumed): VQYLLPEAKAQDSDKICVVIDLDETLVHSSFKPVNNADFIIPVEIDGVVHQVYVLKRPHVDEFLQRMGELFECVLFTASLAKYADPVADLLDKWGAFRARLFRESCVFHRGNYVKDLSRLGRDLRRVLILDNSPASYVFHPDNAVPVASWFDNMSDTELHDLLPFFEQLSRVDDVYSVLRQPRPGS
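Incubation: 45 min enzyme reaction at room temperature / System: truncated SCP-1 phosphatase (76-261aa) / Reagent: Phospho 17-mer peptide substrate / Buffer or medium: Acidic Tris acetate buffer with magnesium and detergent / Signal: absorbance at 630 nm / Doses: one concentration, 20 µM, with 1.0% DMSO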
Numbers without * were called inactive; i = inactive; x = no result given.

TbMetRS inhib	LMPTP block	NRP1-CendR mod	Scp-1 inhibitor	NadD block	DNMT1 inh	STEP block	Neddylation inh	SKN-1 inh	SUMO1-SIM PPI	SMILES
-0.7	1.6	2	-13	-2	-1	-3	i	-7	3	COc1cc(C(F)(F)F)c(C(=O)N(C)Cc2cccc(Cl)c2)cn1
0.2	3.1	2	-8	-5	-6	-1	i	13	9	Cc1nc2ccccn2c1-c1csc(Nc2cccc(O)c2)n1
-1.7	-0.8	-2	-7	-7	0	2	i	0	-1	O=C1c2ccsc2SCCN1Cc1ccc(Cl)cc1
0.1	-0.2	-1	-12	-2	-1	1	i	12	-1	COc1cccc(NC(=S)N(CCN2CCCCC2)Cc2ccco2)c1
-0.1	-0.3	-4	-1	-1	4	-1	x	-11	-3	CCCc1cc(NCC2CCCO2)n2c(nc3ccccc32)c1C#N (stereo unspecified)
0.2	-1.1	1	-8	-3	0	3	i	-2	-2	COc1ccc(S(=O)(=O)N2CCc3ccccc3C2)cc1OC
-0.6	0.9	-1	-4	9	-9	0	i	-8	-5	O=C(N/N=C/c1ccc(O)cc1)c1cc(C23CC4CC(CC(C4)C2)C3)[nH]n1
2.5	0.3	1	-14	-5	0	2	i	2	2	CCOC(=O)c1cn(Cc2ccccc2)nc1-c1ccccc1
-0.1	5.4	21	3	15	-15	1	i	10	2	COc1ccc([C@H]2/C=C\CN(S(=O)(=O)c3cccc4cccnc34)[C@@H](C)C(=O)N2Cc2ccc(F)cc2)cc1
-1.2	0.5	3	3	-3	5	2	x	5	6	Cc1c(C#N)sc2nc(-c3ccccc3)nc(N3CCCC3)c12
0.2	-0.4	8	-5	0	-6	1	i	-1	2	COc1ccc(OC)c(NC(=O)NCCc2cccc(Cl)c2)c1
-1.4	-1.3	1	2	-9	2	-1	i	8	5	O=C(Nn1c(COc2ccccc2)nc2ccccc2c1=O)C(Cl)(Cl)Cl
-2.2	15	-34	8	16	4	2	i	8	32	N#Cc1ccsc1NC(=O)COc1ccc(-c2nnco2)cc1
0.0	0.1	1	2	-7	2	3	i	-11	-10	O=C(N/N=C/C(Br)=C/c1ccccc1)c1cnccn1
-0.4	-0.2	-8	-3	8	-3	-2	i	1	-12	COc1ccc(S(=O)(=O)N=Nc2c(O)[nH]c3ccccc23)cc1
-0.4	-0.8	5	-4	-1	2	1	i	-26	0	CC(Oc1ccc(Cl)cc1)C(=O)N1CCN(C(=O)c2ccco2)CC1 (stereo unspecified)
-0.1	-0.3	-10	-3	5	6	-5	i	22	5	CCCCSc1nc(O)c(C2OC(=O)c3c2ccc(OC)c3OC)c(=O)n1C (stereo unspecified)
-0.2	-1.2	1	2	-3	1	2	i	-11	-1	O=C(c1ccc(COc2ccc(F)cc2)o1)n1cccn1
-0.5	-1.1	3	-7	-3	-2	-1	i	1	-16	CC(C)(CNc1ccc([N+](=O)[O-])cc1C#N)N1CCOCC1
-0.9	0.5	-8	-13	-3	12	10	i	14	-18	CN(C)/C=C1\N=C(c2cccnc2Oc2ccc(Cl)cc2)OC1=O
0.1	-1.4	0	-4	-5	-3	-2	i	16	4	COc1cccc(CNC(=O)c2csc3c2CCCC3)c1
-0.4	-0.5	6	-6	7	1	0	i	6	0	CC(C)(C)n1nc2c(c1NC(=O)Cc1cccc3ccccc13)CS(=O)C2 (stereo unspecified)
-0.4	0.0	-7	-6	0	0	0	i	5	3	O=C(CN1C(=O)NC(Cc2ccccc2)C1=O)Nc1ccc(OC(F)F)cc1 (stereo unspecified)
-0.9	-0.3	-8	-7	-6	2	0	i	-9	2	CC(CN)(NS(=O)(=O)c1ccccc1)c1ccccc1 (stereo unspecified)
-0.6	2.0	4	10	0	4	-2	i	9	2	CSc1ncccc1C(=O)OCCCC(=O)c1ccc(F)cc1
0.2	-0.9	-17	-6	4	1	0	i	6	-1	CCC(C)NC(=O)NC(=O)CSc1nnc(-c2ccccc2F)n1C1CC1 (stereo unspecified)
0.6	-0.6	-8	-9	-4	-1	2	i	29	2	COc1cccc(-c2nc(-c3ccncc3)no2)c1
0.1	-1.9	-13	5	-8	-1	-3	i	7	1	Nn1c(SCC(=O)N2CCCCCC2)nnc1-c1ccncc1
-0.5	2.1	1	-11	-8	3	2	i	-2	2	O=C(OC(C(=O)NC1CCCCC1)c1ccc(C(F)(F)F)cc1)c1ccco1 (stereo unspecified)
-0.3	-0.8	3	-6	3	2	-2	i	13	-1	O=C(Nc1ccccc1Br)C(=O)N1CCCC1

Compound profiles, from the list above. Values in the order: TbMetRS inhib, LMPTP block, NRP1-CendR mod, Scp-1 inhibitor, NadD block, DNMT1 inh, STEP block, Neddylation inh, SKN-1 inh, SUMO1-SIM PPI
O=C(c1ccc(COc2ccc(F)cc2)o1)n1cccn1 is listed as -0.2, -1.2, 1, 2, -3, 1, 2, i, -11, -1
N#Cc1ccsc1NC(=O)COc1ccc(-c2nnco2)cc1 is listed as -2.2, 15, -34, 8, 16, 4, 2, i, 8, 32
COc1cc(C(F)(F)F)c(C(=O)N(C)Cc2cccc(Cl)c2)cn1 is listed as -0.7, 1.6, 2, -13, -2, -1, -3, i, -7, 3
COc1cccc(CNC(=O)c2csc3c2CCCC3)c1 is listed as 0.1, -1.4, 0, -4, -5, -3, -2, i, 16, 4

Additional results follow:
TbMetRS inhib	LMPTP block	NRP1-CendR mod	Scp-1 inhibitor	NadD block	DNMT1 inh	STEP block	Neddylation inh	SKN-1 inh	SUMO1-SIM PPI	SMILES
-0.2	-1.2	8	-5	-5	17	-3	x	-2	13	COc1ccc(NC(=O)c2nnn(CC(=O)Nc3ccccc3OC)c2N)c(OC)c1
0.4	-9.1	4	-15	2	-7	-1	i	-11	-40	CCc1noc(C)c1C(=O)N1CCN(S(=O)(=O)c2c(C)cc(C)cc2C)CC1
0.2	-0.9	18	0	-7	0	-3	i	7	0	CN(C)C(=O)[C@H]1C[C@H]1[C@@H](O)[C@H](CO)NC(=O)[C@H](COCc1ccccc1)NC(=O)OC(C)(C)C
-1.5	-0.6	-10	20	-6	10	2	i	-7	2	COc1ccc(-c2cn3c(C)c(C(=O)Nc4cccc(NC(C)=O)c4)sc3n2)cc1
-0.2	57*	15	-8	-2	72*	3	i	-2	-44	c1ccc2c(NCCc3c[nH]c4ccccc34)c3ccccc3nc2c1
-0.3	0.1	-1	-8	-2	-4	-4	i	3	1	CC(=O)Nc1ccc(C(=O)OCc2ccccc2Cl)cc1
-0.5	-0.1	-3	x	3	7	-3	i	2	-6	Cc1oc(-c2ccc(F)cc2F)nc1CN1CCN(C(=O)c2ccco2)CC1
-1.1	-0.8	4	4	2	4	-1	i	8	-3	COc1ccc(C(C)NC(=O)c2ccc(Cl)cc2)cc1OC (stereo unspecified)
-0.6	0.2	2	4	-4	1	0	i	14	-4	COc1ccc(C(=O)NCc2ccc(F)cc2)cc1S(=O)(=O)N1CCCC1
-0.1	0.1	0	-5	2	-3	1	i	-2	3	CCN(CC)C(=O)C(=O)c1cccn1-c1ccccc1C#N
0.0	-0.5	10	-4	0	0	-2	i	4	5	CC(C(=O)NCC(=O)Nc1ccc(F)c(F)c1F)N1CCN(Cc2ccc(C#N)cc2)CC1 (stereo unspecified)
-0.2	3.5	-3	-13	-12	-8	-2	i	-24	-3	CCOC(=O)c1ccc(NC(=O)CCc2nc(-c3cccc(C)c3)no2)cc1
-0.5	-0.4	3	2	-9	2	1	i	2	3	COCC(C)n1c(COc2ccccc2F)nnc1SCC(=O)c1c(N)n(C)c(=O)n(C)c1=O (stereo unspecified)
0.1	-0.1	7	-5	-1	-5	0	i	2	-1	COc1ccc(/C=C/C(=O)OCC(=O)Nc2ccc(Cl)cc2F)cc1S(=O)(=O)N1CCOCC1
-0.6	-0.7	-1	22	3	0	-3	i	1	-1	CCOc1ccc(N(CC(=O)Nc2ccccc2)S(C)(=O)=O)cc1
-0.7	-1.3	-5	-3	9	-2	0	i	0	1	Cc1cc(C)n(C(=O)Cn2nc(C(F)F)cc2C)n1
-0.4	-1.0	3	-2	-3	0	-1	i	14	3	CC(C)CN(C(=O)CC1OC(=O)c2ccccc21)c1c(N)n(Cc2ccccc2)c(=O)[nH]c1=O (stereo unspecified)
-0.1	-1.6	-25	-5	0	-3	3	i	12	-21	O=C(O)CNS(=O)(=O)c1cccc2nsnc12
-0.3	-1.7	14	-7	-14	4	-4	i	13	5	CC(C)C1N(C(=O)N(C)C)CCN1S(=O)(=O)c1ccccc1 (stereo unspecified)
-0.4	0.4	-6	x	-5	-5	6	i	1	6	CN1OC[C@@H]2CN(Cc3ccccc3)[C@H](c3ccc(N4CCCCC4)cc3)C[C@@H]21
-0.7	-3.2	2	6	-2	0	-1	i	14	1	Cc1cc(C)nc(NS(=O)(=O)c2ccc(NC(=O)c3ccc(S(=O)(=O)N(C)C)cc3)cc2)n1
-0.1	2.0	0	-9	-7	0	5	i	2	18	O=C(Oc1ccc(C(=S)N2CCOCC2)cc1Br)c1ccccc1F
-0.7	0.2	-2	0	-8	5	2	i	4	1	CCCOc1ccc(N2C(=O)CC(SC(=NCC)Nc3cccc(F)c3)C2=O)cc1 (stereo unspecified)
-0.4	3.7	-1	x	2	-4	0	x	21	3	COc1cc(-c2cc3nc(NCCOc4ccccc4)ccn3n2)cc(OC)c1OC
